Screening results as filed in PubChem BioAssay.
INS promoter inh: inhibitors of insulin promoter-driven GFP, primary screen, imaging, TRM-6 cells (human fetal islet line), eGFP reporter, cell count | actives 0.9% (n = 130,000) | inhibition, % at 2 µM | reporter expression induced with tamoxifen;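 active means inhibition above the mean plus 3 SD, with well images judged a real hit on visual review, cut at about 60% in these data, passing the limit was not always enough; inconclusive means inhibition over the cutoff but images rejected on review; inactive means inhibition not above the cutoff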
sdo1 growth: growth rescue of sdo1-depleted yeast, primary screen, S. cerevisiae, bone marrow failure model; S. cerevisiae sdo1-depleted JHY4D growth rescue, OD600 30 h; stronger effect = higher value; pdr5 snq2 efflux-pump mutant strain; z-score at 10 µM; actives 0.21% (n = 140,000); AID 817, 2007;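 active means z-score above 3 at both the 24 hr and the 30 hr optical density reads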;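 further: z-score against mean and SD of all compound wells on the same plate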
sdo1 growth Rescue 24 h: also measured in sdo1 growth; calls as there; z-score; S. cerevisiae sdo1-depleted JHY4D growth rescue, OD600; measured here: growth rescue at 24 h;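 0 is the plate mean of compound wells and units are plate SD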
* hit, by the source's call; ? = inconclusive; · = not tested or not shown. This is a subset. The share of hits here may be higher or lower than overall.

no.	mol	INS promoter inh	sdo1 growth	sdo1 growth Rescue 24 h
1	COc1ccc(OCCCC(=O)Nc2nnc(C3CCCO3)s2)cc1 (stereo not given)	16	0.07	-0.28
2	O=C(NCCc1c[nH]c2ccccc12)Nc1cccc2ccccc12	-10	-0.21	-0.23
3	CNS(=O)(=O)c1cccc(C(=O)OCC(=O)NCc2ccccc2)c1	0	1.3	2
4	CCN(CCNC(=O)CS(=O)(=O)Cc1nc(-c2cccc(OC)c2)oc1C)c1ccccc1	24	-1.5	-1
5	COCCNc1nc(-c2cc(C)n(CCc3ccc(OC)cc3)c2C)cs1	10	·	·
6	COc1ccc(C2/C(=C(/O)c3ccccc3)C(=O)C(=O)N2CCO)cc1 (stereo not given)	67	0.49	-0.34
7	CC(C)(C)NC(=O)N1CCn2cccc2C1c1ccccc1F (stereo not given)	-8	·	·
8	N#Cc1ccccc1NC(=O)C1CC(=O)N(c2ccc3c4c(cccc24)CC3)C1 (stereo not given)	-7	0.03	0.45
9	CC1=CC(=C2C(=O)c3ccccc3C2=O)C=C(C)N1C	-100	-0.63	-0.88
10	O=C(O)Cc1ccc(NS(=O)(=O)c2ccccc2Cl)cc1	?	·	·
11	COc1ccc2c(c1)OC13CCCCC1C2C(C(=O)c1ccccc1)C(=O)N3 (stereo not given)	·	0.75	1.4
12	C=CCN(N=Nc1cccc([N+](=O)[O-])c1)c1cccc([N+](=O)[O-])c1	·	-0.7	-0.18
13	O=C(NCCCn1ccnc1)c1nn2c(C(F)(F)F)cc(-c3ccc(Br)cc3)nc2c1Cl	25	-1.4	-0.33
14	Cc1ccc(/C=N/NC(=O)CN2CCN(S(=O)(=O)c3ccc(Br)cc3)CC2)s1	·	0.63	0.79
15	C=C(C)C(=O)Nc1ccc(OC(F)(F)C(F)F)c(NC(=O)C(=C)C)c1	22	0.47	0.26

Later entries.
no.	mol	INS promoter inh	sdo1 growth	sdo1 growth Rescue 24 h
16	Cc1ccccc1OCC(=O)NNC(=O)CCN1C(=O)c2ccccc2C1=O	-14	·	·
17	COc1ccc(Nc2ccc(S(=O)(=O)N3CCCCC3)cc2[N+](=O)[O-])cc1	·	-1.3	-0.26
18	O=C(NC(=O)c1cccc(F)c1)OC[C@@H]1CCCN2CCCC[C@H]12	·	0.27	-0.16
19	O=C1OCCC1N1C(=O)c2ccccc2S1(=O)=O (stereo not given)	-39	0.09	-0.11
20	CCOc1cccc(C(=O)Nc2cccc(C(=O)NCC(C)C)c2)c1	63	-0.3	-1
21	Cc1ccc(OCC(=O)N2CCN(C(=O)c3cccc(F)c3)CC2)cc1	-426	·	·
22	CCCc1nnc(SCC(=O)N2CCOCC2)n1C	-153	1.5	1.7
23	COc1cc2cc(Oc3ccc4ccc(=O)oc4c3)c(=O)oc2cc1OC1OC(COC(=O)CC(C)(O)CC(=O)O)C(O)C(O)C1O (stereo not given)	-10	-0.6	-0.99
24	COc1ccc(N2C(=O)CSC2c2cccc(F)c2)c(OC)c1 (stereo not given)	·	-0.05	0.39
25	CCN(C(=O)COc1ncnc2sccc12)c1ccccc1	45	·	·
26	O=C(NCCN1C(=O)C2C3C=CC(C3)C2C1=O)Nc1ccc(Br)cc1 (stereo not given)	·	0.79	0.39
27	CCn1c(SCC(N)=O)nc2c1c(=O)n(C)c(=O)n2C	41	0.29	0.14
28	CCC(=O)Nc1c(C#N)c2nc3ccccc3nc2n1-c1ccccc1C	4	-0.08	0.19
29	CCOc1ccc(OCC)c(NC(=O)CSc2nc3cccnc3n2C)c1	-29	-0.38	-0.23
30	Cc1noc(NS(=O)(=O)c2ccc(NC(=O)c3ccoc3C)cc2)c1C	16	-0.21	-0.26

Next compounds:
no.	mol	INS promoter inh	sdo1 growth	sdo1 growth Rescue 24 h
31	COC(=O)c1cc(NCc2cccs2)ccc1N1CCOCC1	·	0.24	0.12
32	Cc1nc(N)ncc1Sc1ccc(Cl)cc1	-7	·	·
33	O=C(Cn1c(=O)oc2cc(S(=O)(=O)N3CCc4ccccc43)ccc21)N1CCCCC1	·	0.66	0.78
34	CCC1S/C(=N/N=C/c2ccco2)NC1=O (stereo not given)	19	0.25	-0.21
35	Cc1ccc(-c2cn3c(n2)SCC3)cc1	53	·	·
36	COC(=O)CSc1nnc(Cc2cc(=O)[nH]c(=O)[nH]2)n1-c1cccc(OC)c1	·	1.5	1.3
37	O=C(CNC(=S)N(Cc1ccc(F)cc1)C1CCCCC1)NCCN1CCOCC1	44	·	·
38	Cc1cccc(-n2nnc3cnn(C)c3c2=O)c1	-40	-0.74	-1.1
39	Cc1cc(=O)[nH]c2c(N=Nc3ccc(O)cc3)c(N)nn12	-383	·	·
40	Cc1ccc(NC(=O)/C(=C\c2cccc(Br)c2)NC(=O)c2ccco2)cc1	45	-1.2	-0.53
41	NC(=O)NNc1cccc(Cl)n1	16	·	·
42	CCCCCCn1c(COc2ccccc2F)nnc1SCC(=O)c1c(N)n(C)c(=O)n(C)c1=O	-60	-0.68	-0.06
43	COc1ccc(C(=O)NCCSC2CCCCC2)cc1	-7	0.05	0.09
44	OCCNCc1cc(Br)ccc1OCc1ccc(Cl)cc1Cl	·	-2.8	-2.3
45	Cc1ccc2oc(-c3cccc(NC(=O)c4cc(-n5cnnc5)ccc4Cl)c3)nc2c1	-47	0.15	2.2

Carrying on.
no.	mol	INS promoter inh	sdo1 growth	sdo1 growth Rescue 24 h
46	CC(C)Cn1c(O)c(/C=C2\C=NN=C2c2ccccc2)sc1=S	-3	-1.2	-0.21
47	COc1ccc(-n2c(C)cc(C(=O)COC(=O)Cc3n[nH]c(=O)c4ccccc34)c2C)cc1	23	-0.53	-0.73
48	O=C(c1ccc(Cl)s1)N1CCc2ccccc21	31	-0.64	-0.74
49	CC(=O)N/C(=C\c1cccc([N+](=O)[O-])c1)C(=O)NC(C)C	34	0.14	-0.04
50	CCOc1ccc(/C=C(/NC(=O)c2ccccc2Cl)C(=O)O)cc1	0	·	·
51	CCOc1ccc(/C=C(\C(=O)O)c2ccc(S(=O)(=O)N3CCOCC3)s2)cc1OC	23	0.86	0.17
52	COc1ccc(CC(=O)Nc2cc(=O)n(C)c(=O)n2C)cc1	·	0.22	1
53	COc1cc(Br)cc2cc(C(=O)N3CCN(c4ccccn4)CC3)c(=O)oc12	21	-0.02	0.6
54	COc1ccccc1/C=C/C(=O)Nc1cccc(C(C)=O)c1	12	·	·
55	COCCn1nnnc1SCC(=O)Nc1ccc2c(c1)OCO2	-7	·	·
56	COc1ccc(-n2c(O)c(/C=N/NS(=O)(=O)c3cc(C)ccc3C)c3ccccc3c2=O)cc1OC	-75	0.67	0.31
57	CCC(=O)Nc1ccc(NC(=O)CSc2nc3cc4c(cc3cc2C)CCC4)cc1	19	-1.3	-0.71
58	CCOC(=O)N1CCN(C(=O)C2CCC(CNS(=O)(=O)c3ccccc3)CC2)CC1 (stereo not given)	·	0.56	-0.02
59	O=C(Nc1nncs1)c1cccc(S(=O)(=O)N2CCCC2)c1	70	0.13	-0.28
60	Cc1cc(C)c(S(=O)(=O)N(CC(=O)N2CCOCC2)C2CCCCC2)c(C)c1	-31	-0.24	0.21

Down the list, from the results shown.
sdo1 growth Rescue 24 h for entries 51–58, in order: 0.17, 1, 0.6, ·, ·, 0.31, -0.71, -0.02
sdo1 growth for entries 51–58, in order: 0.86, 0.22, -0.02, ·, ·, 0.67, -1.3, 0.56

Compound profiles, as listed above:
Shown for `O=C(Nc1nncs1)c1cccc(S(=O)(=O)N2CCCC2)c1` : INS promoter inh = 70; sdo1 growth = 0.13; sdo1 growth Rescue 24 h = -0.28
Shown for `CCOc1ccc(/C=C(/NC(=O)c2ccccc2Cl)C(=O)O)cc1` : INS promoter inh = 0; sdo1 growth = ·; sdo1 growth Rescue 24 h = ·
Shown for `COc1cc(Br)cc2cc(C(=O)N3CCN(c4ccccn4)CC3)c(=O)oc12` : INS promoter inh = 21; sdo1 growth = -0.02; sdo1 growth Rescue 24 h = 0.6

Going on with the list:
no.	mol	INS promoter inh	sdo1 growth	sdo1 growth Rescue 24 h
61	COc1cc(S(=O)(=O)N2CCCCCC2)ccc1Cl	-44	-0.66	-0.59
62	Cc1ccc(-n2c(SCC(=O)Nc3cc(C)on3)nc3c([nH]c4ccccc43)c2=O)cc1	·	-0.47	0.03
63	Cc1ccc(CNC(=O)/C=C/c2ccc(S(=O)(=O)N3CCOCC3)cc2)cc1	·	0.27	-0.22
64	COc1ccc(CCN=CC2=C(O)CCCC2=O)cc1OC	·	-0.02	-0.31
65	COc1ccc(N2CCN(c3ccc(N4C(=O)CC(C)C4=O)cc3[N+](=O)[O-])CC2)cc1 (stereo not given)	77*	·	·
66	CCc1cc2c(SCC(=O)c3ccc(Cl)s3)ncnc2s1	7	-1	-0.1
67	O=C(COC(=O)c1cccs1)NC1CCCCC1	·	-0.5	-1.2
68	COc1ccc([N+](=O)[O-])cc1N(CC(=O)NC1CCCCC1)S(C)(=O)=O	20	·	·
69	CC(OC(=O)c1cc(S(=O)(=O)N(C)c2ccccc2)ccc1Cl)C(=O)Nc1ccc2c(c1)OCCO2 (stereo not given)	-10	-0.11	0.41
70	CCOc1ccccc1C(=O)OCC(=O)Nc1ncc(C(F)(F)F)cc1Cl	42	0.13	0.2
71	Cc1cccc(NC(=O)CSc2nsc(SCC(=O)Nc3cccc(C)c3)c2C#N)c1	-28	-1.5	-0.87
72	Cc1ccc(NC(=O)Cc2ccc(-n3cccc3)cc2)c(C)c1	8	0.41	0.04
73	C/C(CC(=O)Nc1ccc([N+](=O)[O-])cc1)=N/NC(=O)C1CC12CCC2 (stereo not given)	58	·	·
74	Cc1cccc(C(=O)N[C@H](C(=O)OCC(=O)NC(=O)c2cccn2C)C(C)C)c1	50	-0.21	-0.76
75	CCOC(=O)c1cnn(-c2ccccc2)c1-c1ccccc1	-14	-1.3	-1.4

3 structures already listed, sorted by length of the SMILES, ascending:
no.	mol	INS promoter inh	sdo1 growth	sdo1 growth Rescue 24 h
66	CCc1cc2c(SCC(=O)c3ccc(Cl)s3)ncnc2s1	7	-1	-0.1
63	Cc1ccc(CNC(=O)/C=C/c2ccc(S(=O)(=O)N3CCOCC3)cc2)cc1	·	0.27	-0.22
68	COc1ccc([N+](=O)[O-])cc1N(CC(=O)NC1CCCCC1)S(C)(=O)=O	20	·	·

New compounds follow.
no.	mol	INS promoter inh	sdo1 growth	sdo1 growth Rescue 24 h
76	NS(=O)(=O)c1ccc(NC(=S)NC2CCCC2)cc1	27	0.35	-0.17
77	Cc1c(NC(=O)/C(C#N)=C/C2CC=CCC2)c(=O)n(-c2ccccc2)n1C (stereo not given)	·	0.49	0.22
78	COC(=O)c1ccc(N(C(=O)CNC(=O)c2ccco2)C(C(=O)NC2CCCC2)c2ccco2)cc1 (stereo not given)	32	0.41	0.26
79	O=C(Cn1c(=S)[nH]c2ccccc2c1=O)N1CCN(c2ccc(F)cc2)CC1	0	·	·
80	COc1ccc(C(CC(=O)O)NC(=O)c2sc3ccccc3c2Cl)cc1 (stereo not given)	·	0.65	-0.11
81	CCN(CCNC(=O)C1CCN(Cc2nc(-c3cccc(Cl)c3)oc2C)CC1)c1ccccc1	·	-0.39	-0.42
82	Clc1ccc(-c2nc(NCCN3CCOCC3)c3ccccc3n2)cc1	·	-1.9	-1.4
83	COc1cc(C2C(C(=O)c3ccc(C)o3)=C(O)C(=O)N2CCc2ccccc2)ccc1O (stereo not given)	-123	1.2	-0.06
84	COc1ccc(/C=C/C(=O)c2c(O)cc(C)oc2=O)c(OC)c1	-60	-0.53	-0.59
85	O=C(/C=C/c1ccc(OCc2cccc(Cl)c2)cc1)N1CCOCC1	36	·	·
86	CCn1ncc(C2=NOC(C(=O)Nc3cccnc3)C2)c1C (stereo not given)	-12	1.1	0.97
87	COc1ccc(/C=C/C(=O)Nc2ccc(-n3nncc3-c3ccc(OC)c(OC)c3)cc2)cc1OC	-18	0.12	0.21
88	COc1cccc(N2CCN(C(=O)c3[nH]c(C)c(C(C)=O)c3C)CC2)c1	·	0.22	0.31
89	CCS(=O)(=O)N1CCC(C(=O)NCc2ccccc2OC)CC1	·	-0.5	-0.56
90	Fc1ccccc1-c1nc(-c2ccccc2)no1	-38	-0.73	-1.2
91	CC(C)(C)C1(C)OC(=O)C(=Cc2ccc(OCC(=O)Nc3ccccc3)cc2)C(=O)O1 (stereo not given)	8	0.81	1.2
92	Cc1nn(CCCC(=O)NCc2ccc(Cl)cc2)c(C)c1[N+](=O)[O-]	-56	1.7	2.2

A second format for three compounds above:
Values run as follows: INS promoter inh | sdo1 growth | sdo1 growth Rescue 24 h
#23 COc1cc2cc(Oc3ccc4ccc(=O)oc4c3)c(=O)oc2cc1OC1OC(COC(=O)CC(C)(O)CC(=O)O)C(O)C(O)C1O (stereo not given)
  -10 | -0.6 | -0.99
#24 COc1ccc(N2C(=O)CSC2c2cccc(F)c2)c(OC)c1 (stereo not given)
  · | -0.05 | 0.39
#25 CCN(C(=O)COc1ncnc2sccc12)c1ccccc1
  45 | · | ·
